# BH1578 lux ind = induces V. cholerae light production without autoinducers; V. cholerae BH1578 lux reporter, luminescence, 6 h; activation, % at 18.7 µM; AID 588436; 350,000 compounds, 0.16% hits; in the data active means activation mostly above about 9.7%, no sharp cut-off; further: not every result past the cut was called active; inactives centre near 0; reference of the scale not given here
# MazEF act = activators of E. coli MazEF toxin-antitoxin RNase; FAM/BHQ RNA-DNA oligo cleavage fluorescence, 5 h; activation, % at 20 µM; 350,000 compounds, 0.32% hits; in the data active means activation above about 50%
# Target sequence (P0AE70 whole entry, looked up): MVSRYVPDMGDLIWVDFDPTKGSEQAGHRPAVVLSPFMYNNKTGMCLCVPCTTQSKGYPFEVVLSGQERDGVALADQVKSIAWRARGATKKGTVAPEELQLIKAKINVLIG
# FBA Mtb inh = inhibitors of M. tuberculosis fructose-bisphosphate aldolase; AID 588726; 360,000 compounds, 2.3% hits; purified M. tuberculosis FBA, fluorescence read-out; inhibition, % at 1 µM; P9WQA3; in the data active means inhibition above about 27%;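 further: 0% = vehicle and 100% = reference inhibitor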
# Target sequence (P9WQA3 whole entry, looked up): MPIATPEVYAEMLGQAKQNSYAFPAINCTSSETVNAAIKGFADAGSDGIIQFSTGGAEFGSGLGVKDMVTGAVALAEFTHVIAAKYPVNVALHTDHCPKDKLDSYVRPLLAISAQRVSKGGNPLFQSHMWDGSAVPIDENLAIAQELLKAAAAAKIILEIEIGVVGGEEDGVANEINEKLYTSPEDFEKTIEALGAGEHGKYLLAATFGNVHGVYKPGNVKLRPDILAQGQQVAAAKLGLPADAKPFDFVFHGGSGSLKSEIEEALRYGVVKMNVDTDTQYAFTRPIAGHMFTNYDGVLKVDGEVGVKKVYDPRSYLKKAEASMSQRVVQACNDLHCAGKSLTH
# SARS 3CLpro inh = SARS-CoV 3CLpro protease inhibition. P0C6X7. recombinant SARS-CoV 3CLpro, quenched FRET peptide cleavage. inhibition, % at 6 µM. 290,000 compounds, 0.14% hits. AID 1706; in the data active means inhibition above about 12%
# Mtb BioA inh = inhibitors of Mycobacterium tuberculosis BioA enzyme; purified M. tuberculosis BioA enzyme, plate reader; inhibition, % at 9.99 µM; 360,000 compounds, 0.096% hits; AID 602481; in the data active means inhibition above about 40%
# Mtb UGM inh = inhibitors of M. tuberculosis UDP-galactopyranose mutase; purified UGM, fluorescence polarization probe displacement; inhibition, % at 10 µM; 320,000 compounds, 0.06% hits; AID 504406; in the data active means inhibition above about 10%, passing the limit was not always enough
# Rv3671c protease = inhibitors of M. tuberculosis serine protease Rv3671c; P9WHR9; inhibition, % at 5.96 µM; 320,000 compounds, 0.048% hits; AID 2606; in the data active means inhibition above about 38%;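 further: extracellular domain of Rv3671c used as enzyme; 0% = enzyme with DMSO and 100% = no enzyme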
# Target sequence (P9WHR9 whole entry, looked up, the tested form may be a part): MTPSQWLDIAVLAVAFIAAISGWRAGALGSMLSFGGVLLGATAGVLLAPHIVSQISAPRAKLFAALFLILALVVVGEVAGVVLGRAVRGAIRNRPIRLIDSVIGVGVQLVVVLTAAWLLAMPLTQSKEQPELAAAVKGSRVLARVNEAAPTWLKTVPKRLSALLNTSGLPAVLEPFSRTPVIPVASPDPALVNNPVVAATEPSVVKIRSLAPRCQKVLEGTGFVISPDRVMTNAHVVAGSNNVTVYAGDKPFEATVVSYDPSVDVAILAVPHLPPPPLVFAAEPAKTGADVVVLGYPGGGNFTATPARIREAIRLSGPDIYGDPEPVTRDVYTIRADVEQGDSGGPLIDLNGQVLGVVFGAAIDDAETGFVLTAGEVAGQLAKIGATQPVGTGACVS
# VHR inh abs = DUSP3 (human) phosphatase inhibition; inhibition, % at 13.3 µM; P51452; recombinant VHR phosphatase, pNPP absorbance; AID 1654; 290,000 compounds, 0.52% hits; in the data active means inhibition above about 50%; further: some compounds called inactive have numbers as strong as hits
# PriA SSB inh = K. pneumoniae PriA-SSBct interaction inhibition; AlphaScreen SSBct-PriA binding, biotinylated peptide; inhibition, % at 33 µM; 430,000 compounds, 0.6% hits; AID 1272365; in the data active means inhibition mostly above about 37%, no sharp cut-off; inactive means mostly below about 20%;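 further: plate controls were negative control peptide for no effect and reference peptide for full effect; strong numbers were not always called active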
# GDH-TPI inh = counter-screen for M. tuberculosis FBA inhibitors: GDH-TPI coupled enzymes | GDH-TPI coupled enzyme counterscreen, NADH absorbance | inhibition, % at 4.8 µM | 360,000 compounds, 1.2% hits | AID 588335; in the data active means inhibition above about 30%;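 further: 0% = DMSO wells and 100% = wells lacking the enzyme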
# * marks the source's active call; other numbers are inactive results; i = inactive; · = not tested or not shown. A portion of the library; rates above refer to the full screens.
SMILES,BH1578 lux ind,MazEF act,FBA Mtb inh,SARS 3CLpro inh,Mtb BioA inh,Mtb UGM inh,Rv3671c protease,VHR inh abs,PriA SSB inh,GDH-TPI inh
CC(C)NC(=O)NC(=O)COc1ccc(Br)cc1Br,-0.4,0,2,5,·,1.4,-1,5,-22,5
Cc1ccc(C)c(OCc2nnc(N)s2)c1,-2.2,3,4,1,·,2.6,-4,17,-5,1
COc1ccc(Nc2oc(COc3cccc(C)c3)nc2C#N)cc1,8.0,5,-1,1,-1.0,2.6,-1,6,16,3
COc1cccc(CNC(=S)Nc2ccc3c(c2)c(=O)n(C)n3Cc2csc(C)n2)c1,-0.4,·,18,·,-0.5,·,·,·,·,5
COc1cccc(CC(=O)n2nc(N)c3cc4ccc(OC)cc4nc32)c1,-0.3,-8,5,1,-1.3,1.2,-13,34,-9,28
CC1CN(C(=O)c2cccc(S(=O)(=O)Nc3ccccc3Cl)c2)CC(C)O1 (configuration not stated),i,1,-2,-1,-0.3,0.5,-7,-9,1,-1
Cc1cc(OCC(=O)NCC2CCC(C(=O)O)CC2)c2c(C)c(Cc3ccccc3)c(=O)oc2c1 (configuration not stated),-0.4,7,4,-5,4.9,-0.6,-6,21,-4,2
CC(C(=O)N(C1CC1)C1(C(=O)Nc2ccccc2)CCCC1)N1C(=O)c2ccccc2C1=O (configuration not stated),-0.6,9,1,3,0.1,-0.7,0,11,6,1
COc1cccc(CN(C)CC(=O)NCc2ccccc2Cl)c1OC,i,-6,5,0,·,0.9,-3,8,-5,-4
Cc1oc(-c2ccc(-c3ccccc3)cc2)nc1CN1CCN(CC(=O)N(C)C)CC1,-0.3,-3,-2,0,·,0.8,9,10,1,5
CCN(CC)c1ccc(N=Cc2ccc([N+](=O)[O-])o2)cc1,-0.4,-4,-7,1,·,-3.8,-19,-7,46,19
COC(=O)c1sccc1NC(=O)Cn1nnc(-c2ccccc2C)n1,i,1,5,11,·,0.5,-5,37,-20,5
COc1ccc(C(=O)NC2(C(F)(F)F)C(=O)Nc3c2c(=O)[nH]c(=O)n3CCc2ccc(OC)c(OC)c2)cc1 (configuration not stated),i,4,-1,2,-1.5,-1.5,-1,0,-5,5
CCOc1ccc(CN2CCN(Cc3cccc4c3OCO4)CC2CCO)cc1 (configuration not stated),-0.3,5,2,0,0.2,4.0,-2,31,-13,-1
CN1CCN(C(=S)c2cn(CCOc3ccccc3F)c3ccccc23)CC1,-0.1,4,1,-2,-0.9,1.1,2,19,39*,9
Cc1cccc(NC(=O)CCC(=O)NCCO)c1,-0.3,0,1,3,-0.5,0.9,3,-18,-6,4
C[C@@H]1Cn2cnc(C(=O)Nc3cccc(Cl)c3)c2C(=O)N1,-0.1,5,-2,·,-1.1,·,·,·,·,5
CC(C)CNC(=O)c1cccc(NC(=O)C2CCCO2)c1 (configuration not stated),i,1,-1,2,0.1,0.2,0,4,4,-1
COc1ccc(Nc2cc(C(=O)NCCCN3CCN(C)CC3)c3ccccc3n2)cc1OC,i,4,2,-1,-1.5,-0.1,3,21,18,8
COC(=O)CN(c1ccccc1OC)S(=O)(=O)c1ccccc1,-1.2,1,0,-4,·,2.3,0,2,-11,4
O=C(Nc1ccccc1)c1ccc(N2CCN(c3ccccn3)CC2)c(S(=O)(=O)N2CCOCC2)c1,-2.0,-8,2,2,-2.0,2.6,-3,16,1,8
CN(C)CCCOC(=O)c1ccccc1,-7.1,-10,-1,-1,1.0,-0.3,6,37,-9,3
Cc1cccc(C)c1NS(=O)(=O)c1c(C(=O)N2CCCCC2)c(C)n(C)c1C,-0.2,7,1,-11,0.0,-4.3,-4,32,0,4
CCCCOC(=O)CSc1nc2c(cc1C#N)C(=O)CC(C)(C)C2,·,0,-1,4,1.4,-2.0,-2,13,-6,3
COCc1c(C(=O)OCC(=O)N2c3ccccc3CC2C)oc2ccccc12 (configuration not stated),9.1,-6,0,-6,-0.9,1.5,-5,40,-14,8
Cn1c(=O)c2c(nc(SCc3ccc(C(=O)O)cc3)n2C)n(C)c1=O,-0.6,0,0,-2,-0.8,3.3,-6,-12,0,-1
CCNC(=O)COC(=O)c1cc(C)n(-c2ccccc2)c1C,-0.7,5,4,-3,·,0.1,6,43,3,-2
COc1ccc([C@H]2CC(=O)C=C(c3ccc(-c4ccccc4)cc3)C2)cc1OC,-0.3,-10,1,·,0.3,-1.5,5,·,-14,5
CCOC(=O)/C=c1\s/c(=C\c2ccc3cc(OC)ccc3c2)c(=O)n1CC(=O)NCc1ccc2c(c1)OCO2,i,40,-2,-3,·,1.7,-13,44,·,-1
O=C(NCCN1CCNCC1)c1ccccc1O,i,5,19,·,1.9,-2.2,7,·,-4,3
Cc1ccc(S(=O)(=O)NNC(=O)Nc2ccc(Cl)cc2)cc1,-2.4,11,2,1,-2.3,3.7,3,-5,-9,4
Cc1cc2nc(-c3ccccn3)c(-c3ccccn3)nc2cc1C,-0.3,·,1,0,-1.6,·,·,30,·,0
COc1cc(OC)cc(C(=O)NC(C(=O)Nc2ccc3c(c2)CCC3)C(C)C)c1 (configuration not stated),-2.1,2,6,·,-0.1,-8.5,-5,·,-1,1
COc1ccc(C)cc1-n1nnnc1SCC1CCCO1 (configuration not stated),4.5,1,0,-2,·,-0.8,-1,0,-9,-1
O=C(NCCc1ccc(Cl)cc1Cl)c1cc([N+](=O)[O-])c[nH]c1=O,-0.3,-23,-1,-2,0.5,-3.0,1,26,-4,18
Cc1ccc(NC(=O)CSc2n[nH]c(N)n2)cc1S(=O)(=O)N1CCOCC1,-0.7,3,0,2,-0.8,1.2,-1,-3,-1,-1
CCc1ccccc1N1CCN(S(=O)(=O)c2ccc(F)c(C)c2)CC1,-0.2,-3,0,2,·,-0.6,-12,-8,-8,2
CC1CCN(C(=O)COC(=O)C23CC4CC(CC(O)(C4)C2)C3)CC1,2.1,0,0,·,-2.1,-1.4,-4,·,-9,-8
COc1ccc(C(=O)Nc2ccccc2C(=O)N/N=C/c2ccncc2)cc1OC,-0.7,-1,1,1,·,3.0,-11,-11,i,-3
CNc1c(N)c(=O)oc2ccccc12,-0.2,0,3,3,-3.1,-2.8,-2,16,3,17

# Part of the list above, set out differently:
structure	BH1578 lux ind	MazEF act	FBA Mtb inh	SARS 3CLpro inh	Mtb BioA inh	Mtb UGM inh	Rv3671c protease	VHR inh abs	PriA SSB inh	GDH-TPI inh
Cn1c(=O)c2c(nc(SCc3ccc(C(=O)O)cc3)n2C)n(C)c1=O	-0.6	0	0	-2	-0.8	3.3	-6	-12	0	-1
CCNC(=O)COC(=O)c1cc(C)n(-c2ccccc2)c1C	-0.7	5	4	-3	·	0.1	6	43	3	-2

# Ordered by length of the SMILES (highest first): some entries from above
SMILES,BH1578 lux ind,MazEF act,FBA Mtb inh,SARS 3CLpro inh,Mtb BioA inh,Mtb UGM inh,Rv3671c protease,VHR inh abs,PriA SSB inh,GDH-TPI inh
CCOc1ccc(CN2CCN(Cc3cccc4c3OCO4)CC2CCO)cc1 (configuration not stated),-0.3,5,2,0,0.2,4.0,-2,31,-13,-1
COc1ccc(C)cc1-n1nnnc1SCC1CCCO1 (configuration not stated),4.5,1,0,-2,·,-0.8,-1,0,-9,-1
Cc1ccc(C)c(OCc2nnc(N)s2)c1,-2.2,3,4,1,·,2.6,-4,17,-5,1

# The list goes on:
SMILES,BH1578 lux ind,MazEF act,FBA Mtb inh,SARS 3CLpro inh,Mtb BioA inh,Mtb UGM inh,Rv3671c protease,VHR inh abs,PriA SSB inh,GDH-TPI inh
CCN1C(=O)S/C(=C/c2ccc(Sc3nc4ccccc4[nH]3)o2)C1=O,i,-5,-6,3,0.0,0.3,-20,-18,-12,12
COCCN(C(=O)c1ccccc1OC)c1nnc(C)s1,-1.3,-2,-1,1,-2.3,0.0,5,7,-2,6
Cc1ccc(C(=O)NCC(=O)N2CCc3ccccc3C2)cc1C,i,5,1,1,·,-2.2,6,9,2,0
COc1ccc(NCc2nnc(SCc3ccc(Cl)cc3)n2-c2ccccc2)cc1,-0.2,-4,-6,1,·,0.6,2,14,33,-11
O=C(COC(=O)Cc1c[nH]c2ccccc12)Nc1ccccc1,-0.2,3,1,-3,·,0.9,14,21,4,1
O=C(CN(c1ccc(F)cc1)S(=O)(=O)c1ccc2c(c1)OCCO2)N1CCOCC1,-0.2,2,-5,4,-0.9,0.5,-1,-2,-3,-2
O=C(C1CC=CCC1)N1CCCCCC1 (configuration not stated),-3.7,-1,0,·,0.1,·,·,·,·,0
Cc1ccc(S(=O)(=O)N(C)C)cc1NC(=O)C(C)NC(C)c1cccs1 (configuration not stated),-0.2,-13,2,-7,-0.6,-4.7,-4,35,-2,1
O=C(CSc1nc2c(c(=O)[nH]1)CCC2)Nc1cccc(Cl)c1,1.6,-2,-7,1,0.7,0.2,-1,29,-17,11
O=C(NCc1ccncc1)C(=O)NCC1OCCN1S(=O)(=O)c1ccccc1 (configuration not stated),-0.4,-1,-2,·,-1.3,·,·,·,·,5
COc1cc(C(=O)NCCc2ccc(S(N)(=O)=O)cc2)ccc1OCc1c(C)noc1C,1.9,-10,4,·,-1.3,-2.8,-3,·,-2,-2
Fc1ccc(/C=N/NC(=S)Nc2ccc(Cl)cc2)cc1F,-0.4,4,-1,6,-0.5,0.8,-3,-11,·,13
Cc1nc(-c2ccc(NC(=O)c3cccs3)cc2)cs1,i,-1,-1,2,-1.1,3.0,-3,-9,-3,8

# Profiles as entered above. Order of screens: BH1578 lux ind	MazEF act	FBA Mtb inh	SARS 3CLpro inh	Mtb BioA inh	Mtb UGM inh	Rv3671c protease	VHR inh abs	PriA SSB inh	GDH-TPI inh
# Entry for O=C(NCc1ccncc1)C(=O)NCC1OCCN1S(=O)(=O)c1ccccc1 (configuration not stated) = -0.4	-1	-2	·	-1.3	·	·	·	·	5
# Entry for O=C(CN(c1ccc(F)cc1)S(=O)(=O)c1ccc2c(c1)OCCO2)N1CCOCC1 = -0.2	2	-5	4	-0.9	0.5	-1	-2	-3	-2
# Entry for Cc1ccc(S(=O)(=O)N(C)C)cc1NC(=O)C(C)NC(C)c1cccs1 (configuration not stated) = -0.2	-13	2	-7	-0.6	-4.7	-4	35	-2	1
# Entry for COCCN(C(=O)c1ccccc1OC)c1nnc(C)s1 = -1.3	-2	-1	1	-2.3	0.0	5	7	-2	6
# Entry for COc1ccc(NCc2nnc(SCc3ccc(Cl)cc3)n2-c2ccccc2)cc1 = -0.2	-4	-6	1	·	0.6	2	14	33	-11
